# High-throughput results from PubChem BioAssay.
# KDM5B inh: inhibitors of human KDM5B histone demethylase; hit rate 2.6% among 220,000; KDM5B demethylase, FDH-coupled NADH fluorescence (FDH is formaldehyde dehydrogenase); Potency, µM (doses to about 57.7 µM), without a hit: at the highest dose activity change, negative = inhibition, actives largely listed as inhibitors; active = well fitted inhibition curve with a large enough effect; inconclusive = small, poorly fitted or top-dose-only effect; inactive = no such curve, though single readings can be large or run the other way; note: 0% is about no effect; nearly all actives have a fitted effect of over 70% in size
# Target sequence (Q9UGL1 whole entry, looked up): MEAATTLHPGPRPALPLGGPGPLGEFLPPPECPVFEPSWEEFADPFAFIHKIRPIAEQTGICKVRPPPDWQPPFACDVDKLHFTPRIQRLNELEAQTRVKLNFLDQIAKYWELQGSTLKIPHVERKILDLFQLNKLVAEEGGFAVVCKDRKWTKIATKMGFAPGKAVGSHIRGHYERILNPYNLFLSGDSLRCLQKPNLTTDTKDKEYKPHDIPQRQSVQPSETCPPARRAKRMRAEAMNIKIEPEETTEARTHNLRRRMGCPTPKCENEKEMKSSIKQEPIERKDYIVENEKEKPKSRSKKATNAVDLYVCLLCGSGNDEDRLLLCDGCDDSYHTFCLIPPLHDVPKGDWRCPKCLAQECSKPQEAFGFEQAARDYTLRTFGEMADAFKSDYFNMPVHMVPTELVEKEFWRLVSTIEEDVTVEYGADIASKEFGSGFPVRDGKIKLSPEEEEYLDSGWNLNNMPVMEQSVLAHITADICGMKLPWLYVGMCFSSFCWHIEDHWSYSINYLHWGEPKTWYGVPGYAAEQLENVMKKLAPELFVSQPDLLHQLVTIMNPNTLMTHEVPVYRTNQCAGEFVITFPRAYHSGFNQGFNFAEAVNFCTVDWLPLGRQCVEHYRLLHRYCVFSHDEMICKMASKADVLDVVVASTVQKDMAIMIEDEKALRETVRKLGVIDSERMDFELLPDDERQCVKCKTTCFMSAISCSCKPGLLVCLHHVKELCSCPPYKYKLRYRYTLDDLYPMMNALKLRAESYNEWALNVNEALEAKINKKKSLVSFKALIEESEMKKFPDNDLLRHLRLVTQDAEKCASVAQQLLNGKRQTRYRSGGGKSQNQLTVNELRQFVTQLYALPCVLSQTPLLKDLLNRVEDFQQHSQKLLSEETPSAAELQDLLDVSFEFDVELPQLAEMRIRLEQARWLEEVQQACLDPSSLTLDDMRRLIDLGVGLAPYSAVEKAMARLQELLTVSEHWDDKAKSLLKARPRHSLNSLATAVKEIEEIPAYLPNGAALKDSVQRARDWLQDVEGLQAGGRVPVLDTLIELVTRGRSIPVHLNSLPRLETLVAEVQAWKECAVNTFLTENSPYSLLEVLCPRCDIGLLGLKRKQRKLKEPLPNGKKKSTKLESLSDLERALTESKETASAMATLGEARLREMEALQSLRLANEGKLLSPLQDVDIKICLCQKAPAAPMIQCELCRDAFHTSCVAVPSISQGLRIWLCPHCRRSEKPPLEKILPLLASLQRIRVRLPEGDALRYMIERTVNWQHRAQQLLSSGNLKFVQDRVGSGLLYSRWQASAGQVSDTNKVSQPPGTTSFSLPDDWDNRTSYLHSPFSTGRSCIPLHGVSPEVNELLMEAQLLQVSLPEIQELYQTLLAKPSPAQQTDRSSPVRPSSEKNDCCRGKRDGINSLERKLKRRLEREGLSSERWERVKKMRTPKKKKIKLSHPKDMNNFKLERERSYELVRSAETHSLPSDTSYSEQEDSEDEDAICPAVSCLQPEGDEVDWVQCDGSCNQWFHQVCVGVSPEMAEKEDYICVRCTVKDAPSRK
#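 Measured: NADH fluorescence change, 30 min, RT. System: KDM5BΔAP 200 nM final, H3K4me3 peptide, α-KG, Fe(II), ascorbate, NAD⁺ plus FDH, pH 7.5 HEPES. Compounds: titrated, 10 min pre-incubation with enzyme.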
# An asterisk follows results filed as active; i = inactive; u = inconclusive; [ ] = another dose, or the depositor's remark. Potency is the fitted concentration of half-maximal effect. Not all compounds are listed, so the mix of outcomes need not match the whole.
KDM5B inh,SMILES
u,Cc1c(F)cc(C(N)=O)cc1NS(=O)(=O)c1ccc2ccccc2c1
-9%[86.2 µM],O=C(c1ccno1)N1CCOC[C@H](Oc2ccc(C(F)(F)F)cn2)C1
-27%,CS(=O)(=O)CC(=O)Nc1ccccc1C(=O)NCc1ccccn1
12%,Cc1cc(SCC(=O)N(C)C2CCCCC2)nc2ccccc12
-3%,O=C(Nc1cc(Cl)ccc1Cl)C12CC3CC(CC(C3)C1)C2
-24%,CC(OC(=O)Cc1n[nH]c(=O)c2ccccc12)C(=O)c1ccc2c(c1)CCC2 (configuration not stated)
-19%,CCC(=O)N1CCN(c2ccc(NC(=O)c3c(OC)cccc3OC)cc2)CC1
u,Cc1ccc(Cl)cc1NC(=O)c1cnc(N2CCCCC2)c2ccccc12
0%,CN(Cc1ccccc1Cl)C(=O)c1ccc2c(c1)CCN2S(C)(=O)=O
-10%,Cc1c(C)c(C)c(S(=O)(=O)Nc2cc(Cl)ccc2C(=O)N(C)C)c(C)c1C
12%,CC(C)(C)n1nc2c(c1NC(=O)COc1ccc(F)cc1)CS(=O)(=O)C2
13%,COc1ccc(NC(=O)Cn2c(-c3ccc(Cl)cc3)nc(C)cc2=O)cc1OC
16%,O=C(CC1CCCN(c2cnn(CC3CC3)c(=O)c2)C1)NCCc1c[nH]c2ccccc12 (configuration not stated)
29%,CCC(=O)N1CCCCC1c1noc(COCCOC)n1 (configuration not stated)
-18%,Cc1c(Cl)cccc1NC(=O)CN1C(=O)COc2ccc(S(=O)(=O)N3CCOCC3)cc21

# Later entries
KDM5B inh,SMILES
-2%,CC(=O)c1ccc(NC(=O)Cn2c(-n3nc(C)cc3C)nc(C)cc2=O)cc1
2%,CCOc1ccc2c(=O)c(Oc3ccc(OC)cc3)c(C(F)(F)F)oc2c1
u,COC[C@@H]1CN(C(=O)c2ccc(C)[nH]c2=O)C[C@H]1c1ccncc1
14%,COc1ccc(OC)c(S(=O)(=O)N2CCC(C(=O)N3CCCCCCNC(=O)CC3)CC2)c1
20%,Cc1cc(C(F)(F)F)nn1CC(=O)NCCc1ncc(C)n1CC1CC1
1%,CC(NCCC(=O)N1CCN(c2ncccn2)CC1)c1ccc(Cl)cc1Cl (configuration not stated)
-15%,O=C(NCC1CC1)c1cn(C2CN(C(=O)Nc3ccccc3)C2)nn1
20%,Cc1ccc(-c2c[n+](=O)c3c(n2[O-])CCC3)cc1
31%[activator],COc1ccccc1NC(=O)Nc1ccnn1C1CCN(C(=O)CO)CC1
u,O=C(NC1=N[C@@]2(C=C3CCCCC3n3c(=O)n(-c4ccccc4)c(=O)n32)[C@H](Cc2ccccc2)N1Cc1ccccc1)c1ccccc1 (some centres not stated)
-8%,NCCC1CCN(C(=O)Nc2ccccc2)CC1
-4%,O=C(Nc1ccccc1C(F)(F)F)c1ccsc1
17%,O=C1CC(C(=O)N2CCc3c(Cl)cccc3C2)CN1Cc1cccnc1 (configuration not stated)
u,CCN1c2cc(C(=O)NCCc3ccccc3)ccc2C(=O)N2CCCCCC21 (configuration not stated)
i,Cc1ccc(-c2cc3c(ccn3C)c(C(=O)NCCc3cnc[nH]3)n2)cn1

# Additional structures.
KDM5B inh,SMILES
25µM*,COc1ccc(NC(=O)C2CC(=O)N(c3n[nH]c4cccc(F)c34)C2)cc1 (configuration not stated)
30%,CCn1nc(CNC(=O)C2CCC(=O)N(C3CCCC3)C2)c2ccccc21 (configuration not stated)
7%,O=C(Nc1ccc(-c2nc3ccccc3o2)c(O)c1)c1cccc(I)c1
-17%,O=C(CCc1ncc(-c2c(F)cccc2F)o1)N1CCN(S(=O)(=O)c2cc(F)ccc2F)CC1
8%,CCNc1c(NC(=O)c2ccc(OC(C)=O)c(OC)c2)c(=O)oc2ccccc12
-3%,COc1ccc(CN2CCN(C(C)c3nnc(-c4ccccc4)o3)CC2)cc1F (configuration not stated)
10%,CCOc1ccc(N(CC(=O)Nc2cc(C)ccc2C)S(=O)(=O)c2c(C)[nH]c(=O)[nH]c2=O)cc1
u,CC(C)NS(=O)(=O)c1ccc(C(=O)NCc2ccc(-c3nc4ccccc4s3)o2)cc1
23%,CCC(C)NC(=O)C1COC2(CCN(C(=O)C3CC3)CC2)N1C(=O)c1ccccc1 (configuration not stated)
17%,O=C(NC(c1ccccc1)C1CC1)c1cc(Cl)nc(Cl)c1 (configuration not stated)
-14%,Fc1ccc(N2CCN(Cc3csc4c3CCCC4)CC2)cc1
-19%,Cc1cnc(-c2ccccc2)n1CCNC(=O)NCc1ccccc1
0%,CCCN(CCC)C(=O)C1CCCN(c2ncnc3c2nc2n3CCCCC2)C1 (configuration not stated)
22%,COc1ccc(Cl)cc1C(=O)N1CC[C@@H]2CN(S(C)(=O)=O)[C@@H]2C1
22%,CC(C)CCOC(=O)C[N+](C)(C)CCOC1CC2CCC1(C)C2(C)C (configuration not stated)

# Continuation.
KDM5B inh,SMILES
13%,CC(=O)c1cccc(NC(=O)COc2ccc3c(C)cc(=O)oc3c2)c1
-9%,Cn1cnc(S(=O)(=O)N2CCCCCCNC(=O)[C@@H]3CCC[C@@H]32)c1
-14%,Cc1cc(/C=N/Nc2ccc([N+](=O)[O-])cn2)c(C)n1-c1cccc(C(=O)O)c1
-11%,COc1ccc(C)cc1NC(=O)Cn1c(=O)oc2cc(S(=O)(=O)N3CCCCCC3)ccc21
-18%,CCN1CCN(c2nc3c(c(=O)[nH]c(=O)n3C)n2CC(O)COc2ccc(Cl)cc2)CC1 (configuration not stated)
8%,C=CCn1c(O)c(/C=C2\C=NN=C2c2ccccc2)sc1=S
-2%,Cc1ccc(S(=O)(=O)N2CCC(C(=O)Nc3ccc(Oc4ccccc4)cc3)CC2)cc1
23%,Cc1ccc(NC(=O)N2CCC(n3c(C)cnc3C3CCOCC3)CC2)cc1C
0%,Cn1c2c(c(=O)[nH]c1=O)C(c1ccc(C(=O)O)cc1)C1=C(N2)c2ccccc2C1=O (configuration not stated)
-16%[86.2 µM],COCCN1C(=O)[C@@H]2C[C@@H](CN2Cc2ccccc2F)Oc2ccccc21
8%,N#Cc1cccc(C(=O)N2CCC3(CC2)NC(=O)N(Cc2ccccc2)C3=O)c1
-18%,O=C(NCCCO)c1nc(-c2cccc3[nH]ccc23)no1
-11%,Cc1ccc(NC(=O)CC2Sc3ccccc3NC2=O)c(C)c1 (configuration not stated)
-17%,COc1cccc(C2=C(C(C)=O)Sc3nnc(-c4ccc(Cl)cc4)n3N2C(C)=O)c1
22%,O=C(Nc1ccccc1C(F)(F)F)N1CCCC1c1nncn1-c1ccccc1 (configuration not stated)

# Next section.
KDM5B inh,SMILES
-39%,CCN(CC)CCOC(=O)c1ccc(NC(=O)c2cc3cc(OC)ccc3oc2=O)cc1
-18%,COc1ccccc1N1CCN(C(=O)CSc2n[nH]c(-c3ccccc3Cl)n2)CC1
-5%[86.2 µM],COc1cccc(CN(C)Cc2ccc(F)cc2)c1
u,CC(C)NC(=O)C[C@@H]1O[C@H](CNC(=O)Nc2ccccc2)[C@@H](O)[C@H]1O
-10%,CCN(CC)CCOC(=O)c1ccc(NC(=O)c2cc3cccc(OC)c3oc2=O)cc1
-24%,CC(=O)N1c2ccc(S(=O)(=O)NCC3CCC(C(=O)Nc4cc(C)cc(C)c4)CC3)cc2CC1C (configuration not stated)
15%,Cc1ccc(C)c2c(=O)cc(CSc3nnc(-c4ccccc4)n3C)[nH]c12
-12%[86.2 µM],N#Cc1cccc(CN2CCc3ncc(C(=O)NCc4ccccc4)n3CC2)c1
-19%,CC(OC(=O)c1nn(C)c(=O)c2ccccc12)C(=O)N(Cc1ccccc1)Cc1ccccc1 (configuration not stated)
-17%,CCOc1ccccc1NC(=O)Cn1c(=O)n(-c2ccc(C)c(C)c2)c(=O)c2oc3ccccc3c21
12%,Cc1cc(C)cc(NC(=O)CCn2ccnc2)c1
u,COc1cc(NC(=O)Cn2c(N3CCc4ccccc4C3)nc(C)cc2=O)cc(OC)c1
-26%,Cc1c(Cl)cccc1NC(=O)CN1C(=O)c2ccccc2Sc2ncccc21
1%,CC(C)N1CC(COc2ccc(Br)cc2)OC1=O (configuration not stated)
13%,CCOC(=O)CC(NC(=O)c1cc2cc(Br)ccc2oc1=O)c1ccc(OC)cc1 (configuration not stated)

# Among those listed so far, these contain two or more sulfur atoms.
KDM5B inh,SMILES
u,CC(C)NS(=O)(=O)c1ccc(C(=O)NCc2ccc(-c3nc4ccccc4s3)o2)cc1
8%,C=CCn1c(O)c(/C=C2\C=NN=C2c2ccccc2)sc1=S

# Carrying on.
KDM5B inh,SMILES
32µM*,c1ccc(CN2CCNc3cc(-c4cccnc4)ncc3C2)cc1
8%,COC(=O)CNC(=O)N1CCCCCCNC(=O)[C@@H]2C[C@@H](c3nc(-c4cccnc4)no3)C[C@@H]21
37%,COC(=O)c1scc(C)c1NC(=O)c1ccccc1F
-9%,O=C(c1ccccc1)C1CCN(C(=O)/C=C/c2cccc(C(F)(F)F)c2)CC1
8%,CCOc1ccc(CN(C)C(=O)Cn2nc(C(=O)O)c3ccccc3c2=O)cc1
u,Nc1nccnc1C(=O)NCC(c1ccccc1)c1c[nH]c2ccccc12 (configuration not stated)
-2%,CN(C)C(=O)CNC(=O)c1cc2sccc2n1Cc1ccccc1Cl
-6%,CCOC(=O)CCNC(=O)N1CCC(OC2CCN(S(C)(=O)=O)CC2)CC1
u,Cc1ccc(NC(=O)Nc2ccc3nc(N4CCN(C)CC4)cc(C)c3c2)cc1C
u,COc1ccc(-c2cn(C)c(=O)n3cc(COc4ccnn4C)nc23)cc1
i,COc1ccc(CN2COc3ccc4c(C)cc(=O)oc4c3C2)cc1
10%,O=C(Nc1nnc(-c2cccnc2)s1)C(=O)c1c[nH]c2ccccc12
19%,COCCN1C(=O)CS(=O)(=O)C12CCN(C(=O)c1cc(C)ccc1C)CC2
0%,NC(=O)c1ccc(NC(=O)Cn2ccc3c(Cl)cccc32)cc1
32µM*,O=C(CCc1ccccc1)NCCn1cccc1-c1nc(-c2ccc3c(c2)OCO3)no1

# 5 compounds picked at random from the list so far:
KDM5B inh,SMILES
u,CC(C)NS(=O)(=O)c1ccc(C(=O)NCc2ccc(-c3nc4ccccc4s3)o2)cc1
-2%,CN(C)C(=O)CNC(=O)c1cc2sccc2n1Cc1ccccc1Cl
8%,N#Cc1cccc(C(=O)N2CCC3(CC2)NC(=O)N(Cc2ccccc2)C3=O)c1
u,COc1cc(NC(=O)Cn2c(N3CCc4ccccc4C3)nc(C)cc2=O)cc(OC)c1
7%,O=C(Nc1ccc(-c2nc3ccccc3o2)c(O)c1)c1cccc(I)c1

# (listing goes on)
KDM5B inh,SMILES
-23%,Cc1ccc(C(=O)N2CC[C@@H]3CN(S(C)(=O)=O)[C@@H]3C2)c(=O)[nH]1
15%,Cc1cc(C(=O)N2CCCN(C)c3ccccc32)nn1C
u,COc1ccc2[nH]c(C)c(CC(=O)O)c2c1
u,COc1ccc(Nc2cnc3ccc(-c4cccc(CO)c4)nn23)cn1
-14%,COc1ccccc1NC(=O)C1=C(C)Nc2nc3ccccc3n2C1c1ccccc1Cl (configuration not stated)
-14%,COc1ccc(S(=O)(=O)Nc2nc3ccccc3nc2Nc2ccc(NC(C)=O)cc2)cc1
17%,CC1Cc2ccccc2N1S(=O)(=O)c1cnc(Cl)c(Cl)c1 (configuration not stated)
20%,COCCN(C)C[C@H]1C[C@H](CO)CN(C(=O)c2[nH]nc(-c3ccccc3)c2C)C1
-13%,COc1ccc(C(=O)Nc2c(NCC3CCCCC3)c3ccccc3oc2=O)cc1OC
23%,O=C(CC1(CC(=O)N2CCOCC2)CCCC1)Nc1ccccc1
25µM*,CC(=O)N1C[C@@H]2CCCN3CCC[C@@H]([C@H]23)[C@H]1CCCC(=O)NCCCN1CCCCC1
-10%,Cc1ccc(S(=O)(=O)c2cn(C)c3cc(N4CCCCCC4)c(F)cc3c2=O)cc1
u,CC1CCN(CCC(=O)N(CC#N)CC#N)c2ccccc21 (configuration not stated)
-16%,O=C(c1cc2ccccc2oc1=O)N1CCc2ccccc2C1
4%,O=C(NCCCN1CCCC1=O)C1CCCC1

# Next structures.
KDM5B inh,SMILES
u,CCOCCCNC(=O)c1ccc(-n2c(-c3ccccc3)cc3c2CCC(C)C3)cc1 (configuration not stated)
-19%,COc1cc(OC)cc(-c2onc(C)c2C(=O)NCCOc2ccccc2)c1
22%,CCN(C(=O)Cc1nc(N)n[nH]1)C1(C(=O)Nc2ccccc2)CCCCC1
-12%,CCN1C(=O)C2CC3(CCN(C(=O)CN4CCCC4=O)CC3)CN2C1=O (configuration not stated)
u,CC(C)N(Cc1ccccn1)C(=O)c1cc(-c2cccs2)nc2ccccc12
u,Cc1cc(F)ccc1NC(=O)c1cc2n(n1)CC(c1ccc(Cl)cc1)OC2 (configuration not stated)
-11%,Cc1nc(-c2ccc(Cl)cc2)n(CC(=O)Nc2cccc(C(F)(F)F)c2)c(=O)c1CCO
u,CCOc1ccc(/C=C/c2nc(C#N)c(NCCCN(C)C)o2)cc1
-16%,Cc1ccc(CN2C[C@]34C=C[C@H](O3)C(C(=O)N(C)Cc3ccsc3)C4C2=O)cc1C (some centres not stated)
35µM*,Oc1ccccc1CN1CCC[C@H]1c1nc(-c2ccc(N3CCOCC3)nc2)no1
16%,Cc1nnc2ccc(N3CCC(C(=O)O)CC3)nn12

# Part of the list above in order of length of the SMILES, largest number first.
KDM5B inh,SMILES
-16%,Cc1ccc(CN2C[C@]34C=C[C@H](O3)C(C(=O)N(C)Cc3ccsc3)C4C2=O)cc1C (some centres not stated)
35µM*,Oc1ccccc1CN1CCC[C@H]1c1nc(-c2ccc(N3CCOCC3)nc2)no1
22%,CCN(C(=O)Cc1nc(N)n[nH]1)C1(C(=O)Nc2ccccc2)CCCCC1
u,Cc1cc(F)ccc1NC(=O)c1cc2n(n1)CC(c1ccc(Cl)cc1)OC2 (configuration not stated)
u,CCOc1ccc(/C=C/c2nc(C#N)c(NCCCN(C)C)o2)cc1
